# S100A4 MyoIIA: inhibitors of S100A4-myosin IIA peptide binding, primary screen, biochemical, fluorescence polarization, TAMRA-MyoIIA peptide. 360,000 compounds, 0.14% hits. inhibition, % at 10.7 µM. Protein S100-A4 (Homo sapiens), P26447. AID 652163, 2013;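 active means mean inhibition of at least 70% across replicates, with every replicate also reaching that level; inconclusive means mean inhibition reaches 70% but some replicates fall short; inactive means mean inhibition below 70%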
# Target sequence (P26447 whole entry, looked up): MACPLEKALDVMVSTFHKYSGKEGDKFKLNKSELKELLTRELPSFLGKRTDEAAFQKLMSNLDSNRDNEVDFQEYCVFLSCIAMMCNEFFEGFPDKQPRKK
#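 incubation = readout 5 min after mixing, signal stable up to 60 min | system = S100A4 monomer protein | buffer or medium = HEPES pH 7.2 with CaCl2, KCl, NaCl, DTT, Triton | benchmarks = neutral control DMSO, positive control TFP | also added = fluorescent myosin IIA peptide, 5 nM | compound dosing = one concentration per compound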
# PglD DTNB: C. jejuni PglD acetyltransferase inhibitors, primary screen, biochemical, DTNB colorimetric, single point | UDP-N-acetylbacillosamine N-acetyltransferase PglD (Campylobacter jejuni) | purified PglD enzyme, DTNB colorimetric CoA detection | inhibition, % at 12.5 µM | 360,000 compounds, 0.098% hits; in the data active means inhibition above about 16%, passing the limit was not always enough; inconclusive means no clear call, values can overlap the other calls; further: strong numbers were not always called active
# EWS-Fli block: EWS/Fli-driven NR0B1 reporter inhibitors, primary screen, A673 cells, NR0B1 luciferase, luminescence, MLPCN library; viability-normalised; inhibition, % at 12.6 µM; 350,000 compounds, 0.67% hits; AID 651661, 2012;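 active means mean inhibition of at least 50% after viability correction, with every replicate also passing that limit; inconclusive means mean reaches 50% but only one of two replicates passes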;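 further: firefly luciferase signal divided by Alamar Blue viability fluorescence both relative to DMSO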
# FN deposition inh: inhibitors of fibronectin matrix deposition, primary screen, AH1F cells, Alexa488-fibronectin fluorescence, plate reader; AH1F fibroblasts, overnight; inhibition, % at 12.6 µM; 350,000 compounds, 0.086% hits;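 active means mean inhibition across replicates of 30% or more, regardless of how many single replicates reach that level; inconclusive means mean under 30% yet at least half of replicates reach 30%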;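 further: positive control wells lacked labelled fibronectin entirely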
#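 Material: AH1F fibroblast monolayer depositing Alexa488-labelled fibronectin into matrix | Input: 10000 AH1F cells/well | Medium: DMEM plus 2% serum, read in PBS | Reagent: Alexa488-fibronectin, 24 nM final in well | Compound dosing: One dose per compound, pinned | Schedule: 1 h adhesion, overnight exposure | Measured by: Fluorescence at 485 nm excitation, 525 nm emission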
# PGC1a acetyl inh: inhibitors of PGC1a acetylation signal, primary screen, cell-based, U2OS, AlphaScreen, inhibitor mode. AlphaScreen anti-acetyl-lysine; with virally co-expressed GCN5 acetyltransferase. inhibition, % at 15.6 µM. 350,000 compounds, 0.17% hits. AID 651687, 2012;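 active means every replicate shows inhibition of at least 40%; inconclusive means mean inhibition at least 40% but some replicate below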;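 further: 0% = neutral control wells and 100% = positive control wells; some results beyond the cut were filed as inactive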
# ERAP1 HTS inh: human ERAP1 aminopeptidase inhibitors, primary screen, biochemical, single point, plate reader; Endoplasmic reticulum aminopeptidase 1 (Homo sapiens), Q9NZ08; recombinant ERAP1, Leu-AMC fluorescence, 60 min; inhibition, % at 10.7 µM; 340,000 compounds, 0.15% hits; AID 652197, 2013;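 active means mean replicate inhibition of at least 30%, or all replicates individually reaching that 30% level; inactive means mean below 30% and not every replicate reaching it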;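 further: 0% = neutral control wells and 100% = L-leucinethiol positive control wells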
# Target sequence (Q9NZ08 whole entry, looked up): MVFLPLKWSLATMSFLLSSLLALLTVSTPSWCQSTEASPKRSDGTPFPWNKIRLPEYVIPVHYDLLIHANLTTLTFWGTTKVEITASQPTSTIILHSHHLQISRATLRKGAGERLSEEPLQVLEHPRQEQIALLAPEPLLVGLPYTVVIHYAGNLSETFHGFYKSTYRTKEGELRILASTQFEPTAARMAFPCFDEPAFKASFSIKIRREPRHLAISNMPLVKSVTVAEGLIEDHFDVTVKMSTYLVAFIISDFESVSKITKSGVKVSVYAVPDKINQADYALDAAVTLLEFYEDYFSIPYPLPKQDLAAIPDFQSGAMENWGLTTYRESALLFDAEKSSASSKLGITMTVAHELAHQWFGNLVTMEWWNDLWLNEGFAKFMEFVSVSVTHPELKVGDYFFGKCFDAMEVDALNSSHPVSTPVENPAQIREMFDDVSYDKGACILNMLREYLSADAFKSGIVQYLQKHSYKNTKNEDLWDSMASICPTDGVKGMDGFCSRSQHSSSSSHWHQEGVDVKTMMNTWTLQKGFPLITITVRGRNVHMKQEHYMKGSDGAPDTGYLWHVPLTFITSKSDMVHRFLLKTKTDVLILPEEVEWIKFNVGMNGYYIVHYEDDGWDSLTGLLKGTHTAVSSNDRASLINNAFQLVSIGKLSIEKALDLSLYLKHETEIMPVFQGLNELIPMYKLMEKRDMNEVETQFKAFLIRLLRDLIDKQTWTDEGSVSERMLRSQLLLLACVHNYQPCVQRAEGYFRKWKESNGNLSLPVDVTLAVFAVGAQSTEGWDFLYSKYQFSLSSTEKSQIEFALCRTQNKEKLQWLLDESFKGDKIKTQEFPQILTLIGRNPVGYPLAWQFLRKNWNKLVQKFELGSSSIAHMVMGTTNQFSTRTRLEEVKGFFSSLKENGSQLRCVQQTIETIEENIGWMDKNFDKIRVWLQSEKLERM
# PAX8 reporter: inhibitors of PAX8-driven TPO luciferase reporter, primary screen, RMG-I cells, single concentration; inhibition, % at 12.6 µM; AID 652154, 2013; 360,000 compounds, 1.2% hits; SteadyGlo, 24 h;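 active means mean replicate inhibition at least 60% with every replicate also reaching 60%; inconclusive means only one of the two criteria is met; inactive means mean below 60% and not all replicates reaching 60%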;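 further: luciferase light reporting Pax8 driven TPO promoter activity; plate controls were median of neutral control wells for no effect and mitoxantrone controls for full effect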
# LGR2 antag: inhibitors of bursicon-induced LGR2 CRE-luciferase signal, primary screen, cell-based, HEK293, CRE-luciferase reporter, bursicon stimulation; bursicon-stimulated, 4 h; inhibition, % at 9.99 µM; 380,000 compounds, 0.35% hits; Drosophila bursicon receptor LGR2 (rickets); AID 720647, 2013;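 active means drop in luminescence signal, shown as inhibition above about 50% in the replicate tests, limit read from the data, passing the limit was not always enough; inconclusive means probably only some replicates passing the limit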;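 further: agonist challenge used bursicon conditioned medium at about half maximal strength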
# Starred values were filed as active, the others as inactive; ? = inconclusive; nt = not tested or not shown; & = joins results of further samples.
SMILES,S100A4 MyoIIA,PglD DTNB,EWS-Fli block,FN deposition inh,PGC1a acetyl inh,ERAP1 HTS inh,PAX8 reporter,LGR2 antag
C[C@H](CO)N1C[C@H](C)[C@@H](CN(C)C(=O)Nc2ccc(F)cc2)Oc2c(NS(=O)(=O)c3cn(C)cn3)cccc2C1=O,1,-2,17,17,-2,-3,-37,8
CC1CCN(C(=O)C2CCC(=O)N(Cc3ccc(Cl)cc3)C2)CC1 (stereo unspecified),-3,1,nt,5,-4,-4,3,-5
Cc1ccc(S(=O)(=O)Nc2cccc(-n3cnnn3)c2)cc1C(=O)O,2,5,2,-8,1,-3,3,24
Cc1noc(C)c1S(=O)(=O)Nc1ccc2c(c1)C(=O)N([C@H](C)CO)C[C@@H](C)[C@H](CN(C)S(=O)(=O)c1cn(C)cn1)O2,1,2,-21,-6,1,2,-12,-4
CS(=O)(=O)c1ccc2nc(NC(=O)c3ccc(S(=O)(=O)NCC4CCCO4)cc3)sc2c1 (stereo unspecified),-3,nt,-6,nt,nt,4,6,25
N#CCC(CNc1ncc(C(F)(F)F)cc1Cl)OC(=O)c1cccc(C(F)(F)F)c1 (stereo unspecified),2,-5,16,nt,-9,7,nt,4
NCC[C@@H]1CC[C@@H](NC(=O)C2CCC2)[C@H](CO)O1,-7,1,-3,-11,6,2,-1,1
Cc1nn(CC(=O)N2CCC(C(N)=O)CC2)c(=O)c2nn(-c3ccccc3)c(C)c12,11,3,3,-9,4,-5,-2,-3
CCS(=O)(=O)Nc1cccc(C2=NN(S(=O)(=O)c3ccc(C)cc3)C(c3cccs3)C2)c1 (stereo unspecified),nt,-1,nt,5,4,nt,7,22
CNCC(=O)Nc1ccc(OC(F)(F)F)cc1,-3,-1,1,nt,8,-1,-23,6
CCCN(C)C[C@H]1Oc2ncc(C#CC3CC3)cc2C(=O)N([C@@H](C)CO)C[C@H]1C,nt,nt,-9,-5,7,nt,nt,-12
CCOC(=O)Nc1ccc(OC(=O)Oc2ccc(NC(=O)OCC)cc2)cc1,6,nt,8,-11,nt,1,-20,-6
COc1ccc(N(C)S(=O)(=O)c2cccc(C(=O)Nc3ccc4c(c3)OCCO4)c2)cc1,5,nt,-16,6,-15,1,5,17
C[C@@H]1CN([C@H](C)CO)C(=O)c2cc(-c3ccccc3F)cnc2O[C@@H]1CN(C)Cc1cccc(C(=O)O)c1,1,0,-8,nt,1,0,nt,-1
Cc1cc(C)nc(N/N=C/c2ccccc2OCc2ccccc2)n1,-9,-7,-3,4,12,-2,-19,-16
Cc1ccc(OC(=O)c2cncc(Br)c2)c(C)c1,-18,5,3,5,-16,5,6,-2
O=C(C1CCCCC1)N1CC(=O)N2[C@@H](CO)[C@@H](c3ccc(-c4ccccc4F)cc3)[C@@H]2C1,-32,nt,2,4,2,4,nt,24
C[C@H]1CN([C@@H](C)CO)C(=O)c2cc(-c3ccccc3F)cnc2O[C@H]1CN(C)Cc1ccc(F)cc1,-2,2,3,-4,-5,-1,nt,9
Cc1noc(C)c1S(=O)(=O)Nc1ccc2c(c1)C(=O)N([C@@H](C)CO)C[C@H](C)[C@@H](CN(C)Cc1ccc(Oc3ccccc3)cc1)O2,-2,0,-3,nt,-2,0,nt,-6
COc1ccc(CCNC(=O)c2ccc3c(c2)NC(=O)C(C(C)C)N3)cc1OC (stereo unspecified),2,1,-11,-2,-1,1,6,-5
Cc1nc2ccc(NC(=O)[C@H](C)N3C(=O)C4CC=CCC4C3=O)cc2s1 (stereo partly specified),1,-1,-2,-11,6,-2,-3,-3
Cc1noc(C)c1CSc1nnc(-c2cccnc2)n1C1CCCCC1C (stereo unspecified),nt,0,nt,-8,?,nt,1,nt
C[C@H](CCCC/C=C/C(=O)O)O[C@@H]1O[C@@H](C)[C@H](O)C[C@H]1O,-2,4,0,-5,nt,-3,-4,7
O=C(NCCOCc1ccccc1)C(c1ccccc1)c1ccccc1,-4,nt,14,nt,-1,1,22,16
O=C(O)c1ccc2c3c(cccc13)C(=O)N(c1cccc3ccccc13)C2=O,-4,nt,-3,-5,nt,0,24,nt
N#CC1(Nc2cccc(Br)c2)C(=O)Nc2ccccc21 (stereo unspecified),12,nt,18,3,nt,-2,-16,-1
CCCCOC(=O)c1[nH]c2c(c1C)C(=O)CC(c1cc(OC)c(OC)c(OC)c1)C2 (stereo unspecified),-2,-4,28,-5,nt,0,45,11
C[C@@H]1CN([C@@H](C)CO)C(=O)c2cccc(NC(=O)CCCCCC(=O)Nc3ccccc3N)c2O[C@@H]1CN(C)C(=O)Nc1ccc(F)cc1,-4,nt,34,nt,-1,2,2,19
COc1ccccc1N(C)S(=O)(=O)c1ccc(C(=O)Nc2cccc(Br)c2)cc1,-6,-7,6,14,-30,-1,nt,17
O=C(O)c1cc(O)c2c(c1)[C@H]([C@H]1c3cc(C(=O)O)cc(O)c3C(=O)c3c(O[C@@H]4O[C@H](CO)[C@@H](O)[C@H](O)[C@H]4O)cccc31)c1cccc(OC3O[C@H](CO)[C@@H](O)[C@H](O)[C@H]3O)c1C2=O (stereo partly specified),2,1,-24,-39,6,6,2,13
O=S1(=O)CC(N2CCN(CC3CC3)CC2)CN1Cc1ccccc1 (stereo unspecified),-5,-3,-3,nt,-1,nt,-11,5
C[C@H]1CCCCO[C@@H](CN(C)S(=O)(=O)c2ccccc2)[C@@H](C)CN([C@@H](C)CO)C(=O)c2cc(NS(C)(=O)=O)ccc2O1,6,0,2,nt,-4,-2,-3,14
C[C@@H]1CN([C@@H](C)CO)C(=O)CCCn2nncc2CO[C@@H]1CN(C)C(=O)Nc1ccc(N2CCN(C)CC2)cc1,-4&32,1&3,1&5&8,6&-3,3&3,0&2,-5&6&8,1&6
Cc1c(C(=O)N2CCOCC2)c(S(=O)(=O)Nc2ccc(OC(F)(F)F)cc2)c(C)n1C,?,3,0,1,5,-4,11,2
COc1ccc(NC(=O)c2cc3nc(-c4ccccc4)cc(-c4ccccc4)n3n2)c(OC)c1,nt,2,nt,6,8,nt,10,nt
O=S1(=O)CCOCCCN1Cc1cccc(F)c1,-2,-1,-13,17,nt,1,1,16
CC(OC(=O)CN1C(=O)NC2(CCCC2)C1=O)C(=O)Nc1cccc(Cl)c1Cl (stereo unspecified),-8,nt,-5,-2,-3,4,-15,6
C[C@@H]1CN([C@@H](C)CO)S(=O)(=O)c2ccc(C#Cc3cccnc3)cc2O[C@H]1CN(C)C(=O)Nc1ccc2c(c1)OCO2,7,7,17,nt,-29,3,-21,-7
O=C(C[C@H]1CC[C@@H]2[C@H](COC[C@H](O)CN2CCc2ccccc2)O1)N1CCC(Cc2ccccc2)CC1,1,7,5,-1,-9,2,6,-18
CCCn1c(N)nc2ccccc21,nt,3,nt,2,1,nt,0,nt
O=C1CC(N2CCCCCC2)C(=O)N1c1ccc(F)cc1 (stereo unspecified),-6,nt,-2,2,2,0,-16,8
O=C(COC(=O)c1ccc(F)cc1F)Nc1ccc(Cl)cn1,2,5,-6,0,2,-1,-7,6
O=C([C@@H]1[C@@H](CO)[C@@H]2Cn3c(cccc3=O)[C@H]1N2CC1CCCC1)N1CCOCC1,4,nt,37,2,3,-3,nt,3
COc1ccc(C(=O)N2CCN(CCNC(=O)C(=O)Nc3ccc(F)cc3)CC2)cc1OC,7,1,-10,3,nt,-1,-13,-6
Oc1cccc(-c2ccc3nccn3c2)c1,-18,-4,-13,-4,9,-3,nt,-47
COc1ccc(S(=O)(=O)N(C)C[C@H]2OCc3cnnn3CCCC(=O)N([C@H](C)CO)C[C@@H]2C)cc1,-1&16&-4,-5&-3&1,-3&6&-2,10&-3,-22&5&2,10&-3&-3,-6&13,5&-6
C[C@H]1CN([C@@H](C)CO)C(=O)Cc2cc(NC(=O)CCCN(C)C)ccc2O[C@@H]1CN(C)C(=O)NC1CCCCC1,-8,-4,2,nt,-2,3,-17,3
COc1ccc(C2Nc3ccccc3C(=O)N2c2ccc(C)cc2)cc1Cn1nc(C)c([N+](=O)[O-])c1C (stereo unspecified),0,-1,-54,nt,-12,1,nt,-27
CSc1nc(C)c(C(=O)Nc2ccccc2)c(C)c1C#N,-1,-3,12,nt,4,-2,nt,-6
CCc1c(O)nc(SCc2nc3ccccc3c(=O)[nH]2)[nH]c1=O,1,nt,-5,-11,-3,-1,6,26
CCc1nc2c(OCC3CCCCC3)cccn2c1N(C)C(=O)c1ccc(OC)cc1,-2,-2,18,-10,-7,-1,21,-8
CN1c2ccc(Br)cc2[C@H]2[C@H](CCN2C(=O)C2CC2)[C@@H]1CO,0,-2,-8,0,-3,0,11,-6
CC(C)Oc1ccc(S(=O)(=O)N2CCOCC2)cc1NC(=O)C(C)Oc1ccc(F)cc1 (stereo unspecified),-2,2,15,-4,3,-1,11,2
CO[C@H]1CN(C)C(=O)c2cc(NS(=O)(=O)c3cccc(F)c3)ccc2OC[C@H](C)N(Cc2cc(F)ccc2F)C[C@H]1C,51,5,33,nt,5,-1,nt,18
C[C@H](CO)N1C[C@H](C)[C@H](CN(C)Cc2cccc(C(F)(F)F)c2)Oc2ncc(-c3ccccc3)cc2C1=O,25,3,24,nt,2,1,6,30
O=C(C[C@@H]1C[C@H]2c3cc(NS(=O)(=O)c4ccc(F)cc4)ccc3O[C@H]2[C@@H](CO)O1)NCc1ccccc1F,-4,3,3,-6,-5,0,5,-15
COC(=O)[C@@]1(Cc2ccc(F)cc2)[C@H]2c3cc(C(=O)N4CCCC4)n(Cc4cc(F)cc5c4OCOC5)c3C[C@H]2CN1C(=O)c1ccccc1,-7,nt,-4,3,nt,nt,8,-6
O=C(O)c1ccc(NC(=O)c2ccccc2NC(=O)c2ccccc2Cl)cc1,-1,1,7,-7,1,-1,6,-1
C[C@@H]1CN([C@@H](C)CO)C(=O)Cc2cc(N(C)C)ccc2O[C@H]1CN(C)Cc1ccc(-c2ccccc2)cc1,-23,9,7,-6,1,0,46,-1
CCCCOCCCNC(=O)C[C@H]1C[C@@]2(C(=O)OC)C(=C[C@H](C(C)C)O[C@@H]2C2CC2)N(Cc2ccccc2)C1=O,4,nt,11,0,nt,3,-7,29
CC(=O)C1=C(c2cccc([N+](=O)[O-])c2)N(C(C)=O)n2c(C)nnc2S1,12,nt,16,-19,nt,2,11,7
COc1cc(OC)cc(C(=O)Nc2cccc3ccccc23)c1,0,-2,-1,-1,nt,-1,8,0
